Compound activity: PubChem BioAssay, National Center for Advancing Translational Sciences (NCATS)
RORgamma inh = blocks mouse ROR gamma transcriptional activity. P51450. Drosophila S2 Gal4-RORgamma UAS-luciferase reporter, 20 h. Potency, µM (titrated, usually from 53.6 µM), inactives show top-dose activity change, negative = inhibition, hits mostly inhibitors. 5.4% of 310,000 active. AID 2551; note: potency is the fitted concentration of half-maximal effect; % is set by controls: 0 for no effect and ±100 for the full control effect; nearly all actives have a fitted effect of over 60% in size
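Stably transfected Drosophila Schneider cells are the test system, with ROR gamma fused to Gal4 and luciferase under UAS control; luminescence is read after 20 hr of 700 uM copper sulfate induction at ambient temperature.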
FLuc modulator = firefly luciferase modulation, counter-screen for miR-21 project | P08659 | purified FLuc, Km substrates, luminescence inhibition | Potency, µM (doses to about 57.5 µM), inactives show at the top dose activity change, negative = inhibition, usual class: inhibitors | 6.9% of 360,000 active | AID 588342;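 note: potency is the fitted concentration of half-maximal effect; plate controls were vehicle for no effect and reference inhibitor for full effect; nearly all actives have a fitted effect of over 55% in size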
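Purified P. pyralis luciferase, 10 nM final, with Km-level 10 uM D-luciferin and 10 uM ATP in 50 mM Tris acetate pH 7.5, 10 mM Mg acetate, 0.01% Tween-20, 0.05% BSA; 6-point qHTS titration about 60 µM downward; luminescence read.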
ELG1 genotox = induces genotoxicity in HEK293T cells with luciferase-tagged ELG1; AID 504466; HEK293T ELG1-luciferase reporter, luminescence, 16 h; 1.3% of 330,000 active; Potency, µM (doses to about 46 µM), for inactives: at the top dose activity change, positive = activation, hits mostly activators; note: potency is the fitted concentration of half-maximal effect; % of control where 0% means no effect; nearly all actives have a fitted effect of over 60% in size
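Luminescence read-out: rising ELG1-luciferase signal, reflecting elevated ELG1 protein under genetic stress, flags genotoxic compounds. Cells were treated for 16 hr at 37 °C before ONE-Glo detection.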
Rab9 prom act = activates the Rab9 promoter; Huh7 Rab9 promoter-luciferase reporter, luminescence, 24 h; Potency, µM (highest dose often 9.22 µM), without a hit: at the highest dose activation, negative = inhibition, hits mostly activators; 2.8% of 320,000 active; note: potency is the fitted concentration of half-maximal effect; % of control where 0% means no effect; nearly all actives have a fitted effect of over 60% in size
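Cell-based reporter: Huh7 stable for Rab9 promoter-driven luciferase, plated in reduced-serum medium with 10% FBS at 1500 cells/well, compound-treated 24 h at 37 °C, luminescence read after 10 min reagent.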
Giardia killer = Giardia lamblia killing; activity change, % at 7.66 µM, hits read low; 0.15% of 340,000 active; Giardia lamblia trophozoite viability; in the data active = activity change below about -80%; inconclusive = between about -30% and that limit;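 note: parasites exposed to compound for two days anaerobically before the ATP read; % is set by controls: 0 for no effect and ±100 for the full control effect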
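Luminescent ATP signal served as the viability read-out, measured 15-30 min after adding ATP detection reagent to trophozoites that had been incubated with compounds for 48 hrs at 37 deg C anaerobically at 100 cells/well.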
p53 reactivator = re-activators of mutant p53; H1299 p53-A138V BP100-luciferase reporter, luminescence, 24 h; Potency, µM (highest dose often 92.2 µM), inactives show at the highest dose activity change, positive = activation, usual class: activators; 0.063% of 320,000 active; note: potency is the fitted concentration of half-maximal effect; % of control where 0% means no effect; nearly all actives have a fitted effect of over 45% in size
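H1299 (p53-null), stable ts p53-A138V + BP100-Luc; 1000 cells/well, Opti-MEM/10% FBS; cpd 4 pt, 1:5; 24 h, 37 deg C, 5% CO2; detection reagent 10 min RT; luminescence.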
BRCA1 expr act = activators of BRCA1 expression; MCF7-BRCA1-FFLuc reporter, luminescence, 48 h; response scale: scaled: vehicle 0%, 10 µM genistein 100%; Potency, µM (top dose mostly 46.1 µM), inactives show at the top dose activation, usual class: activators; 1.1% of 380,000 active; note: potency is the fitted concentration of half-maximal effect; nearly all actives have a fitted effect of over 80% in size; some results filed as inactive show a strong effect at the top dose
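Activators of BRCA1 expression were detected as increased firefly luciferase luminescence in engineered MCF7 cells after 48 h compound incubation. Signals were scaled to genistein 10 microM as full activation.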
Menin-MLL TR inh = menin-MLL binding inhibition, Texas Red mutant peptide. O00255. Menin + Texas Red MLL mutant peptide, fluorescence polarization. Potency, µM (top dose mostly 61.6 µM), without a hit: at the highest dose FP activity change, negative = inhibition, most hits filed as inhibitors. 0.23% of 270,000 active. AID 1768; active = well fitted inhibition curve with a large enough effect in the polarisation, with a control signal flat, not every such curve was filed as active; inconclusive = small, poorly fitted or top-dose-only effect, or effect the other way, or a change in a side signal; inactive = no such curve, though single readings can be large or run the other way; the % refers to the polarisation; note: potency is the fitted concentration of half-maximal effect; % of control where 0% means no effect; many of its hits are not listed in these tables
Target sequence (O00255 whole entry, looked up): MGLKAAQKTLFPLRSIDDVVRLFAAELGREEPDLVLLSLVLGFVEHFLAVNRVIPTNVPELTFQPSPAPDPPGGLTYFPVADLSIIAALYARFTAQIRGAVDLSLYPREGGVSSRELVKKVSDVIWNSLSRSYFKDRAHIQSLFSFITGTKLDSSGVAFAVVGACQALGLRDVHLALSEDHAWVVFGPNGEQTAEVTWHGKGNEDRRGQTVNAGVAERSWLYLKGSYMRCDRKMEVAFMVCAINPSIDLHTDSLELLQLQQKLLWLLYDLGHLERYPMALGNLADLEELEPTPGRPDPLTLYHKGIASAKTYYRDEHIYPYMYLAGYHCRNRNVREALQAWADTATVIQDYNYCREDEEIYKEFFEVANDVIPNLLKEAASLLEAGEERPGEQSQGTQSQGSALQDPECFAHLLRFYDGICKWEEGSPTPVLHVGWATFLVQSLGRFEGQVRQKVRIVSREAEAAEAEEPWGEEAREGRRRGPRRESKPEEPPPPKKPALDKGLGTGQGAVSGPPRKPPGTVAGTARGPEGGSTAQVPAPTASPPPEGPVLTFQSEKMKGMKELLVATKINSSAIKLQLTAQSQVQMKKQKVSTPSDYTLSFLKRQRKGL
Gal4-VP16 FLuc = inhibits Gal4-VP16 luciferase reporter, ROR gamma counter-screen | Drosophila S2 Gal4-VP16 UAS-luciferase, luminescence, 20 h | Potency, µM (highest dose often 53.6 µM), without a hit: at the top dose activity, negative = inhibition, usual class: inhibitors | 3.5% of 310,000 active | AID 2546;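 note: Gal4-VP16 expression switched on by copper sulfate through the metallothionein promoter; potency is the fitted concentration of half-maximal effect; % is set by controls: 0 for no effect and ±100 for the full control effect; nearly all actives have a fitted effect of over 50% in size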
NPC1 promoter act = NPC1 promoter activation | Huh7 NPC1 promoter luciferase reporter, 24 h | Potency, µM (top dose mostly 9.22 µM), without a hit: top-dose activation, most hits filed as activators | 2.4% of 320,000 active | AID 485313;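 note: potency is the fitted concentration of half-maximal effect; % of control where 0% means no effect; nearly all actives have a fitted effect of over 60% in size; reporter is driven by a mutant NPC1 promoter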
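Huh7 reporter cells (NPC1 promoter driving luciferase) are dosed with compound for 24 h at 37 °C, 5% CO2; luciferase detection reagent is then added and luminescence measured after 10 min at ambient temperature.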
PKM2 act = PKM2 (human) enzyme activation; P14618; purified PKM2, Kinase-Glo ATP luminescence, activation; response scale: 0% is enzyme alone, no compound; Potency, µM (series often up to 57.5 µM), inactives show at the top dose activation, usual class: activators; 0.34% of 260,000 active; AID 1631; note: potency is the fitted concentration of half-maximal effect; % is set by controls: 0 for no effect and ±100 for the full control effect; nearly all actives have a fitted effect of over 55% in size
Target sequence (P14618 whole entry, looked up): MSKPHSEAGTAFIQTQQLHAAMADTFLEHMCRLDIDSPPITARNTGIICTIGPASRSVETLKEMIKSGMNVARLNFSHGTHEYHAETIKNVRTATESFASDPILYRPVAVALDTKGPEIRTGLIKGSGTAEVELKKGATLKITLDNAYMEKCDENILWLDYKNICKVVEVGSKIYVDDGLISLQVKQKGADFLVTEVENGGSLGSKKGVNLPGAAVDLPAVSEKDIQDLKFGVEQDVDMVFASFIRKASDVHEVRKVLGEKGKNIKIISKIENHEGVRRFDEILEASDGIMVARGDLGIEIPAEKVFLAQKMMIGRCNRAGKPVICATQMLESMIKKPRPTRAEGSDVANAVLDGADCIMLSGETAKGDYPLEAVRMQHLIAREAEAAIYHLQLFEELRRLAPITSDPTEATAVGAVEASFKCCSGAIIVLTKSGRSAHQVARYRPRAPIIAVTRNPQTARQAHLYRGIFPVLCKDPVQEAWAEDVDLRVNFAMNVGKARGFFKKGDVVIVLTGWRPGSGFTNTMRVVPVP
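ATP formation by purified human PK-M2, quantified via coupled luciferase luminescence after 1 h at room temperature with 0.1 mM ADP and 0.5 mM PEP final.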
An asterisk follows results filed as active; u = inconclusive; x = no result given; [ ] = another dose, or the depositor's remark. Unless noted, calls come from the whole dose curve; as a rule, active = well fitted curve in the direction sought with a large enough effect; inconclusive = small, poorly fitted or top-dose-only effect, or another doubt; inactive = no such curve, though single readings can be large; an effect the other way counts as inactive or inconclusive. An excerpt; count on the stated rates, not on these rows.

SMILES	RORgamma inh	FLuc modulator	ELG1 genotox	Rab9 prom act	Giardia killer	p53 reactivator	BRCA1 expr act	Menin-MLL TR inh	Gal4-VP16 FLuc	NPC1 promoter act	PKM2 act
S=C(NCc1ccco1)N1CCN(c2ccccn2)CC1	-1.3%	1.0%	0.0%	0.0%	23.0	6.0%	-1.3%	-2.6%	-16.6%	-0.9%	1.5%
Nc1[nH]ncc1-c1ccc(F)cc1	-9.2%	-0.2%	0.7%	2.5%	-9.8	3.5%	19.0%	-0.3%	24.9%	-1.1%	2.5%
COc1cnc(SCc2c(Cl)cccc2Cl)nc1Cl	15.5%	1.9%	4.2%	-0.7%	-8.9	2.8%	6.0%	x	-12.6%	-0.9%	19.1%
Cc1c(C(=O)N/N=C/c2ccccc2)sc(=S)n1C	-71.4%	-10.5%	0.3%	-6.8%	-19.2	5.4%	-39.1%	u	-8.6%	1.6%	-1.4%
COc1ccc(N/C(=C(/C(Cl)=C(Cl)Cl)[N+](=O)[O-])n2nnc3ccccc32)cc1OC	1.2%	-6.5%	8.6%	9.1%	x	1.1%	x	3.5%	-6.5%	-1.4%	25.7%
Cc1ccccc1C(=O)c1cccn1CC(=O)O	0.3%	-3.9%	2.2%	0.2%	-3.4	-22.7%	4.5%	1.4%	-7.6%	3.6%	-2.8%
CCCCC(=O)Nc1cc(C)c(NC(=O)c2ccco2)cn1	15.2%	-6.2%	1.7%	-0.1%	-4.5	0.6%	1.0%	12.1%	4.3%	1.1%	-0.6%[11.5 µM]
COc1ccc(/C=C/C(=O)OC2CCCN(C)C2)cc1 (configuration not stated)	1.5%	-14.2%	4.6%	0.4%	-5.0	-1.6%	52.4%	-15.6%	3.0%	-1.4%	13.2%
c1cncc(-c2noc(C34CC5CC(CC(C5)C3)C4)n2)c1	31.9%	u	u	24.1%	4.5	u	12.6µM*	1.6%	16.4%	17.9%	-4.9%
Cc1cccn2c(=O)c(C=NCCO)c(NCc3ccco3)nc12	8.7%	-14.1%	-0.4%	-7.9%	-6.8	3.1%	-72.2%	x	9.3%	-2.1%	2.0%
O=C(COc1ccc2ccc(=O)oc2c1)Nc1c(Cl)cccc1C(F)(F)F	u	3.5%	2.3%	4.9%	16.0	-10.2%	-9.9%	x	-3.2%	-2.7%	-2.2%
FC(F)(F)c1cnc(COc2cc(Cl)cc(Cl)c2)c(Cl)c1	1.5%	1.1%	-3.3%	-2.2%	1.2	22.2%	-7.0%	x	0.7%	3.2%	-13.6%
CCCn1c(=O)[nH]c(=O)c2c1nc(-c1ccc(OC(F)F)c(OC)c1)n2CCOC	-41.4%	1.8%	-1.9%	-0.3%	13.3	2.6%	-12.4%	-2.3%	-2.7%	-2.4%	3.6%
O=C(NCc1ccco1)C1(c2ccccc2)CCCC1	7.1%	0.7%	-0.7%	-3.1%	5.6	-0.1%	1.2%	-1.7%	-0.5%	-4.6%	0.2%
COc1cc(/C=N/N2CCN(c3ccccc3)CC2)cc(OC)c1OC(C)=O	8.4%	-14.6%	3.6%	9.4%	4.0	3.7%	1.2%	-19.5%	-3.7%	1.1%	-5.1%
CC(C)(C)c1ccc(-c2nc(NCc3cccnc3)c3ccccc3n2)cc1	-40.9%	3.38µM*	u	21.5%	-16.0	u	-73.7%[inhibitor]	46.4%[activator]	-29.0%	u	-4.0%
CCOC(=O)c1[nH]c2ccc(OC)cc2c1NC(=O)CN1CCN(c2ccccn2)CC1	18.4%	2.1%	-5.9%	-3.9%	x	-8.7%	x	-0.5%	3.2%	-2.2%	-22.1%
Cn1nc([N+](=O)[O-])nc1Oc1ccc(C(C)(C)C)cc1	u	-12.8%	1.0%	-0.9%	-4.2	6.7%	-19.4%	2.9%	u	1.0%	8.2%
Cc1ccc(S(=O)(=O)N2CCC(=O)N(CCOCc3cccc(C(F)(F)F)c3)CC2)cc1	u	0.2%	0.2%	3.0%	u	6.2%	0.0%	1.8%	-4.2%	-5.0%	9.8%
OCCC1CN(Cc2ccncc2)CCN1C1CCCC1 (configuration not stated)	-3.4%	-0.6%	-0.5%	-4.1%	-14.0	-2.1%	-6.4%	-0.2%	-3.2%	-4.3%	0.6%
O=C1NN(c2ccccc2)C(=O)/C1=C/c1coc2ccccc2c1=O	41.3%	u	15.5%	-8.1%	-27.1	u	-30.8%	11.5%	12.7%	-2.6%	2.8%
COc1ccc(CN2CCN(C(=O)c3ccc4nc(N5CCOCC5)sc4c3)CC2)c(OC)c1OC	29.4%	1.0%	-8.2%	-1.1%	-1.2	-1.7%	-17.5%	u	6.1%	-3.9%	-6.3%
O=c1[nH]c2ccccc2nc1Cc1ccc(Cl)cc1	35.7%	1.1%	3.5%	-0.8%	6.2	1.3%	-21.3%	8.6%	-2.8%	-2.8%	x
Cc1csc2nc(SCC(=O)Nc3ccccc3F)[nH]c(=O)c12	25.9%	-0.4%	-6.7%	-6.8%	10.2	4.2%	-27.9%	x	1.8%	-3.3%	0.4%
O=C(c1ccc(Cl)c(S(=O)(=O)N2CCCCCC2)c1)N1CCN(CCO)CC1	-9.3%	0.3%	-0.6%	-5.8%	20.4	-2.9%	-18.9%	-1.9%	11.9%	-0.9%	-2.6%
CCC(C)(C)C1CCC2(CC1)NC(=O)N(CC(=O)N(C)CCOc1ccc(Cl)cc1)C2=O (configuration not stated)	x	-0.8%	8.1%	-10.8%	0.0	-2.0%	-23.7%	x	x	-11.5%	x
COc1cccc2c1cc1c(=O)n(CC(=O)NCCCc3ccccc3)nc(C)n12	-8.9%	1.6%	2.3%	-0.8%	9.4	1.4%	-19.6%	x	0.9%	-0.5%	x
CCOc1ccc2nc(SCC(=O)c3ccc(C)s3)sc2c1	-17.8%	u	28.8%	1.5%	-11.3	19.6%	0.0%	-13.9%	3.1%	11.5%	-3.1%
Cc1cc(N)n2ncc(-c3ccc(F)cc3)c2n1	37.9%	10.7µM*	16.4µM*	3.16µM*	11.1	26.9%	u	u	-22.3%	u	3.5%
COc1ccc(-c2cc(C(=O)N3CCN(c4ccccn4)CC3)c3ccccc3n2)cc1	24.0%	0.675µM*	-1.0%	2.82µM*	u	u	-73.1%[inhibitor]	15.4%	-17.2%	u	-30.3%
CCOc1ccc(/C=N/NC(=O)c2ccc(Cn3cc(Br)cn3)o2)cc1	21.3%	6.75µM*	16.6%	2.0%	13.4	7.5%	39.3%	-6.2%	24.4%	4.1%	1.6%
CCC1(CC)C(=O)N(C)C(=O)NC1=NCc1ccccc1	-8.7%	-1.8%	0.7%	-2.6%	24.4	-1.2%	-8.8%	-11.9%	-1.3%	-1.5%	6.5%
COc1cccc(NC(=O)COc2ccc(N3CC(C(=O)NCC(C)C)CC3=O)cc2)c1 (configuration not stated)	6.5%	0.1%	-0.9%	-7.4%	3.2	-10.8%	0.6%	12.8%	9.8%	-1.0%	-7.0%
N=c1c(C(=O)NCCN2CCOCC2)cc2c(=O)n3ccccc3nc2n1CCCN1CCOCC1	0.9%	3.0%	-0.1%	2.6%	29.2	2.0%	0.4%	-6.6%	5.0%	-5.1%	0.0%
CCc1nnc(NC2=NCCC2)s1	-23.5%	-4.0%	5.7%	11.0%	-28.3	18.2%	10.0%	8.9%	17.8µM*	4.7%	13.3%
Cc1ccc(C(=O)Nc2ccccc2C(=O)N2CC3(C)CC2CC(C)(C)C3)cc1 (configuration not stated)	-15.5%	2.1%	-11.6%	1.2%	-3.0	-0.2%	-37.2%	-6.7%	-3.6%	0.8%	-1.8%
CCOC(=O)C(C(=O)Nc1ccc(C)cc1)C1CCCCC1 (configuration not stated)	1.7%	6.5%	1.3%	-0.8%	-5.0	3.1%	-66.5%	-7.4%	16.9%	0.1%	0.9%
Cc1ccccc1NS(=O)(=O)c1cc(C(=O)NCCC2=CCCCC2)ccc1C	15.6%	0.0%	-4.6%	-9.2%	14.2	3.1%	-30.4%	24.5%	-7.6%	-7.3%	7.9%
Cc1cccc(NC(=O)CN2CCCN(S(=O)(=O)c3ccc(Br)s3)CC2)c1	25.6%	-1.6%	-4.5%	-2.2%	-8.0	4.8%	1.8%	-8.8%	-0.3%	-3.8%	4.1%

Not a retest: two of the compounds above.
SMILES	RORgamma inh	FLuc modulator	ELG1 genotox	Rab9 prom act	Giardia killer	p53 reactivator	BRCA1 expr act	Menin-MLL TR inh	Gal4-VP16 FLuc	NPC1 promoter act	PKM2 act
Cc1ccccc1NS(=O)(=O)c1cc(C(=O)NCCC2=CCCCC2)ccc1C	15.6%	0.0%	-4.6%	-9.2%	14.2	3.1%	-30.4%	24.5%	-7.6%	-7.3%	7.9%
Cc1cccc(NC(=O)CN2CCCN(S(=O)(=O)c3ccc(Br)s3)CC2)c1	25.6%	-1.6%	-4.5%	-2.2%	-8.0	4.8%	1.8%	-8.8%	-0.3%	-3.8%	4.1%
